# Screens: PubChem, Broad Institute
# Statin myotox sup: suppression of simvastatin myotoxicity; C2C12 myotubes + simvastatin, ATP luminescence, 48 h; scaled: DMSO 0, geranylgeraniol control 100; rescue of ATP level, % at 7.49 µM; 330,000 tested, 0.78% active;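 active means mean ATP rescue above about 67%, or every replicate alone reaching that limit, limit read from the data, passing the limit was not always enough; inconclusive means no clear call, values can overlap the other calls; inactive means mean under the limit and some replicate under it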;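 further: myotubes were challenged with 10 µM simvastatin during compound exposure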
# SIRT5 inh: inhibitors of human sirtuin-5 desuccinylase; Q9NXA8; Purified SirT5, succinyl-peptide AMC, trypsin-coupled fluorescence; inhibition, % at 15 µM; 330,000 tested, 1.1% active; in the data active means inhibition above about 15%; inconclusive means no clear call, values can overlap the other calls
# ERp5 inh: ERp5 (human) disulfide isomerase inhibition. inhibition, % at 9.99 µM. 350,000 tested, 0.05% active. Q15084. ERp5 insulin aggregation, absorbance 650 nm, 90 min;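 active means mean replicate inhibition above about 25%, with every replicate also reaching it, limit read from the data, passing the limit was not always enough; inconclusive means only one of those two criteria met; inactive means neither criterion met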
# Target sequence (Q15084 whole entry, looked up): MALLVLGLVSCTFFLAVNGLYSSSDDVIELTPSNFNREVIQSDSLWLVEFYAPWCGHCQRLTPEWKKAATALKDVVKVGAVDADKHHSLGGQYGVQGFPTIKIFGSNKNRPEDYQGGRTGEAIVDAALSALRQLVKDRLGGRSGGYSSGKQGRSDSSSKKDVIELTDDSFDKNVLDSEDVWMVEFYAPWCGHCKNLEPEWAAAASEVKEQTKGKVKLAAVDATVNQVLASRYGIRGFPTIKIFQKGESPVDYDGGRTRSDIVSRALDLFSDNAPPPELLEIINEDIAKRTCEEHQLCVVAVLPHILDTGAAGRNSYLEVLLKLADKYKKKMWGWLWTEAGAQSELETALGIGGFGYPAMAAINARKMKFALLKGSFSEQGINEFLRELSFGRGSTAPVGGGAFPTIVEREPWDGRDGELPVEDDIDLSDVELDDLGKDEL
# S100A4 inh HTS: S100A4-myosin IIA interaction inhibition | P26447 | S100A4/TAMRA-MyoIIA peptide fluorescence polarization | inhibition, % at 10.7 µM | 360,000 tested, 0.14% active | AID 652163;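 active means mean inhibition of at least 70% across replicates, with every replicate also reaching that level; inconclusive means mean inhibition reaches 70% but some replicates fall short; inactive means mean inhibition below 70%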
#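 Compound dosing: one dose per compound; test system: human S100A4 monomer with TAMRA-labelled myosin IIA peptide; probe or stimulus: TAMRA-labelled myosin IIA heavy-chain peptide probe, 5 nM; medium: HEPES buffer with Ca2+, pH 7.2; schedule: 5 min incubation before reading; benchmarks: neutral control DMSO, positive control TFP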
# DENV2 CPE: DENV2-induced cell death inhibition. DENV2-infected cells, cytopathic effect rescue, plate reader. CPE inhibition, % at 9.99 µM. 350,000 tested, 1.7% active. AID 651640; in the data active means CPE inhibition above about 20%, passing the limit was not always enough; inconclusive means no clear call, values can overlap the other calls; tested in BHK-21 cells;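 further: 0% = median of neutral control wells and 100% = median of positive control wells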
# PglD inh: inhibitors of Campylobacter jejuni PglD acetyltransferase | purified PglD enzyme, DTNB colorimetric CoA detection | inhibition, % at 12.5 µM | 360,000 tested, 0.098% active | AID 602405; in the data active means inhibition above about 16%, passing the limit was not always enough; inconclusive means no clear call, values can overlap the other calls; further: strong numbers were not always called active
# E-sel inducer: E-selectin induction on HUVECs. HUVEC E-selectin immunofluorescence imaging; normalized: neutral wells 0, TNF-alpha wells 100. activation, % at 7.58 µM. 260,000 tested, 0.37% active. AID 686992;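 active means mean E-selectin-positive cell signal at least 10% of the positive control, reached in at least 60% of replicates, without over 20% cell loss; inconclusive means no rule given, readout overlaps actives, possibly toxicity-flagged; inactive means the rest, including those meeting only one limit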;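 further: in these data hits start at about 27%; measured in HUVEC primary endothelial cells; signal is the percent of cells scored E-selectin positive by PE staining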
# Target sequence (P16581 whole entry, looked up): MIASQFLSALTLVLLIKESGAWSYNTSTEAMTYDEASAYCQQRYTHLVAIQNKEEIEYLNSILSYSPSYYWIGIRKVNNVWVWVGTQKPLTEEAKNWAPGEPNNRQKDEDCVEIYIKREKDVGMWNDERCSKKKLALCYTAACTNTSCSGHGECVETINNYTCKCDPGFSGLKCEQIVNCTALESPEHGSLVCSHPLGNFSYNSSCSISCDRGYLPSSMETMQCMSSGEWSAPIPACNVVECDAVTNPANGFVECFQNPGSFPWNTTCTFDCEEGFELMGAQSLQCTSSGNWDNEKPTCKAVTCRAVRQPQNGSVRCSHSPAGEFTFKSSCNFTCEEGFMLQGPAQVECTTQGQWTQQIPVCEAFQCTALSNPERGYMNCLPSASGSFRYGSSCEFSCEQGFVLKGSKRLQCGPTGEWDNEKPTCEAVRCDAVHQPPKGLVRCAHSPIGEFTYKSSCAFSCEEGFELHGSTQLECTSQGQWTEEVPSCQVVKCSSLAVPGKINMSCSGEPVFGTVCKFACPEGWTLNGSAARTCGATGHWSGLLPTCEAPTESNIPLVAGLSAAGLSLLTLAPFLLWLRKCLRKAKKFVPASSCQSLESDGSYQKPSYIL
#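 System: HUVEC, human umbilical vein endothelial cells; quantity: 3,000 cells/well; buffer or medium: EGM-2 medium, gelatin-coated wells; dosing: single-point compound dose; detection: immunofluorescence imaging; evaluation: % PE-positive cells; benchmarks: TNF-alpha, DMSO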
# * hit, by the source's call; u = inconclusive; x = no result given. Only part of the results is shown; rates above refer to the full screens.
SMILES,Statin myotox sup,SIRT5 inh,ERp5 inh,S100A4 inh HTS,DENV2 CPE,PglD inh,E-sel inducer
Cc1ccc(S(=O)(=O)Nc2cccc(-n3cnnn3)c2)cc1,2,3,0,0,7,-5,x
Cc1ccc(/C=N/NC(=O)c2cc3c(s2)CCCC3)o1,-9,0,x,2,6,-7,8.2
COc1ccc(NC(=O)N[C@@H]2C=C[C@@H](CC(=O)NCc3ccccn3)O[C@H]2CO)cc1,4,-3,2,0,-4,-1,-0.1
O=C(NCC1CC1)c1cccs1,x,4,6,4,-2,x,-0.1
O=C(COC(=O)COc1cccc(Br)c1)NCc1ccc2c(c1)OCO2,0,2,10,-3,8,-2,1.5
COc1ccc(CN(C)C[C@H]2Oc3ccc(NS(=O)(=O)c4ccc(OC)cc4)cc3CC(=O)N([C@H](C)CO)C[C@@H]2C)cc1,x,5,9,4,-5,x,-0.3
Fc1ccc(-c2cc(-c3ccccc3)nc(-n3cccn3)n2)cc1,x,4,6,-1,5,-5,x
CCCCN(C(=O)C1=NN(c2cc(C)ccc2C)C(=O)CC1)c1c(N)n(CCC)c(=O)[nH]c1=O,0,-1,1,2,-3,-4,-0.6
COc1ccccc1-c1nnc(SCC(=O)Nc2ccc(N3CCOCC3)cc2)n1C,x,0,-3,0,15,x,0.1
Nc1nc(SCC(=O)c2cccs2)n[nH]1,x,0,4,-17,x,x,x
O=C(NCc1ccc(Cl)nc1)c1csc([C@@H]2C[C@H](O)[C@@H](CO)O2)n1,0,x,-12,-1,-4,-4,0.1
C[C@H]1CN([C@@H](C)CO)C(=O)c2ccccc2-c2ccccc2CO[C@@H]1CN(C)Cc1ccc(F)cc1,-9,6,x,1,-1,7,-0.3
COC(=O)C1=C(C)Nc2c(c(=O)n(C)c(=O)n2C)C1c1ccncc1 (stereo not drawn),10,x,x,x,x,6,0.9
Cc1[nH]nc(Nc2ccc(C(C)C)cc2)c1[N+](=O)[O-],-27,-3,4,-4,16,-5,x
CC[C@]1(O)CC2CN(CCc3c([nH]c4ccccc34)[C@@](C(=O)OC)(c3cc4c(cc3OC)N(C=O)[C@H]3[C@@](O)(C(=O)OC)[C@H](OC(C)=O)[C@]5(CC)C=CCN6CC[C@]43[C@@H]65)C2)C1 (stereo partly drawn),-69,-1,5,-16,14,-4,1.7
C=CCn1nnnc1SCC(=O)Nc1ccc(OC)cc1,-2,1,3,-2,-2,2,x
C=CCN(c1ccccc1)S(=O)(=O)c1cc(C(=O)NC2=NCCS2)ccc1Cl,0,-2,1,3,-2,3,0.3
CC(=O)c1cccc(NC(=O)c2cc(Cl)sc2Cl)c1,x,-5,-2,0,6,x,-0.1
CCOC(=O)c1c(CSc2ccc(C)cc2)n(C)c2cc(Br)c(O)c(CN(C)C)c12,-7,1,5,4,13,-2,x
CC(C)(C)C(=O)Nc1ccc(C(=O)N/N=C/C2CC3C=CC2C3)cc1 (stereo not drawn),x,-1,-2,2,5,x,-0.5
CN1C(=O)c2cc(NC(=O)c3ccc(F)c(F)c3)ccc2OC[C@@H]2O[C@@H](CC(=O)N[C@@H]3CCN(Cc4ccccc4)C3)CC[C@@H]21,9,8,-3,22,0,3,0.0
O=C(CCc1ccccc1)Nc1cccc(NC(=O)CCc2ccccc2)c1,6,-2,-2,-5,-9,-2,x
O=C(CCn1cnc2ccccc2c1=O)Nc1cccc(Cl)c1Cl,11,0,-3,5,x,1,2.2
C[C@@H]1CN([C@H](C)CO)C(=O)c2cc(NC(=O)Nc3ccc(C(F)(F)F)cc3)ccc2O[C@@H](C)CCCCO[C@H]1CN(C)S(=O)(=O)c1ccccc1,x,4,-6,-10,5,1,0.5
CC(C)CC#Cc1cnc2c(c1)C(=O)N([C@H](C)CO)C[C@H](C)[C@H](CN(C)C(=O)Nc1cccc(F)c1)O2,50,3,0,2,5,-1,-0.1

# Part of the list above, with values under each structure:
# Order of values: Statin myotox sup, SIRT5 inh, ERp5 inh, S100A4 inh HTS, DENV2 CPE, PglD inh, E-sel inducer
> C=CCn1nnnc1SCC(=O)Nc1ccc(OC)cc1
 : -2, 1, 3, -2, -2, 2, x
> C=CCN(c1ccccc1)S(=O)(=O)c1cc(C(=O)NC2=NCCS2)ccc1Cl
 : 0, -2, 1, 3, -2, 3, 0.3
> CC(=O)c1cccc(NC(=O)c2cc(Cl)sc2Cl)c1
 : x, -5, -2, 0, 6, x, -0.1
> CCOC(=O)c1c(CSc2ccc(C)cc2)n(C)c2cc(Br)c(O)c(CN(C)C)c12
 : -7, 1, 5, 4, 13, -2, x

# Other entries:
SMILES,Statin myotox sup,SIRT5 inh,ERp5 inh,S100A4 inh HTS,DENV2 CPE,PglD inh,E-sel inducer
O=C(c1cc2ccccn2n1)N1CCN(Cc2ccccc2)CC1,6,0,6,8,0,0,x
CCCC(=O)Nc1ccc(C(=O)NCc2ccccc2Cl)cc1,-10,-3,-4,-5,x,0,x
O=C(N(c1ccccn1)c1ccccn1)C12CC3CC(CC(C3)C1)C2,x,1,-1,2,2,x,10
COc1ccc(NC(=O)N(C)C[C@@H]2Oc3ccc(NC(=O)CCN4CCOCC4)cc3C(=O)N([C@H](C)CO)C[C@H]2C)cc1,0,-2,2,13,-6,2,0.3
O=C(c1ccncc1)N1C[C@H]2[C@@H](c3ccccc31)[C@H](CO)N2C(=O)Nc1ccccc1Cl,-7,-1,0,-5,u,-1,0.0
CCNC(=O)Nc1ccc2c(c1)C(=O)N(C)[C@@H]1CC[C@H](CC(=O)NCc3cccc(F)c3)O[C@H]1CO2,-1,x,x,x,u,4,0.0
Cc1ccc(S(=O)(=O)N2C[C@H]3N(C(=O)OC(C)C)N(C(=O)OC(C)C)C[C@H](OC(=O)NCc4ccco4)[C@@]3(O)C2)cc1,-7,4,2,-17,0,-3,-0.1
Cc1nnc(SCC(=O)N2CCCCCC2)n(N)c1=O,x,-4,2,2,6,x,-0.2
C[C@H]1CCCCO[C@H](CN(C)Cc2ccc(Cl)c(Cl)c2)[C@@H](C)CN([C@@H](C)CO)C(=O)c2cc(N(C)C)ccc2O1,x,4,-3,10,-6,7,x
O=C(Cc1ccc(NC(=O)C2CCN(C(=O)C3CCCC3)CC2)cc1)Nc1cccc(C(=O)N2CCCC2)c1,x,9,1,-11,12,x,0.7
CC(=O)OC1c2ccccc2C(=O)N1Cc1ccccc1 (stereo not drawn),3,-6,-2,-4,12,-4,0.1
C[C@@H]1CN([C@@H](C)CO)C(=O)c2cccc(NS(C)(=O)=O)c2O[C@H]1CN(C)C(=O)Nc1ccc2c(c1)OCO2,x,5,2,-2,-13,3,-3.3
Nc1nonc1-n1nnc(C(=O)N/N=C/c2ccc(OCc3ccccc3F)cc2)c1CN1CCCCC1,-12,-1,1,-2,u,2,x
CCN(CC)S(=O)(=O)c1ccc(O)c(NS(=O)(=O)c2ccccc2F)c1,x,-4,2,4,-1,0,0.1
NS(=O)(=O)c1ccc(CCNC(=O)CSc2ccc3ccccc3c2)cc1,x,-5,-12,11,-13,x,0.0
CCOc1ccc(CCNC(=O)c2ccc(C)c(N3CCCC3=O)c2)cc1OCC,x,-5,1,1,3,x,x
COc1ccccc1NC(=O)CN1C(=O)C(C)SC(C)C1=O (stereo not drawn),2,-2,3,-1,-9,-4,x
COc1ccc(NS(=O)(=O)c2ccc(NN=Cc3ccc(C(=O)O)cc3)c([N+](=O)[O-])c2)cc1,x,0,-10,-5,4,x,-0.4
COc1ccc(-c2cc(C(=O)Nc3c(C)n(C)n(-c4ccccc4)c3=O)c3ccccc3n2)cc1,-14,x,5,5,7,3,-0.1
Cc1cc(C2=NNC(=NCc3ccccc3)SC2)c(C)n1-c1c(C)n(C)n(-c2ccccc2)c1=O,x,x,-6,13,11,x,x
CCOc1ccc(CCNC(=O)c2[nH]c(C)c(C(C)=O)c2CC)cc1OCC,x,-1,4,10,2,x,1.6
COCCNC(=O)CN1CCN(C(c2ccccc2)c2ccccc2)CC1,6,-2,5,-8,3,-5,x
Cn1cnc(S(=O)(=O)N2C[C@@H](O)COC[C@H]3O[C@H](CC(=O)NC4CCC4)CC[C@@H]32)c1,-13,1,0,3,-7,5,0.0
C[C@H]1CN([C@@H](C)CO)C(=O)c2cc(NS(=O)(=O)c3cn(C)cn3)ccc2O[C@H]1CN(C)Cc1ccc(Cl)c(Cl)c1,32,-1,4,-5,12,3,-8.9
O=C(O)c1ccc[n+](Cc2ccc([N+](=O)[O-])cc2)c1,7,-2,-1,-3,4,-5,0.1

# As a working copy, seven of the compounds above.
SMILES,Statin myotox sup,SIRT5 inh,ERp5 inh,S100A4 inh HTS,DENV2 CPE,PglD inh,E-sel inducer
COc1ccc(-c2cc(C(=O)Nc3c(C)n(C)n(-c4ccccc4)c3=O)c3ccccc3n2)cc1,-14,x,5,5,7,3,-0.1
Cc1cc(C2=NNC(=NCc3ccccc3)SC2)c(C)n1-c1c(C)n(C)n(-c2ccccc2)c1=O,x,x,-6,13,11,x,x
CCOc1ccc(CCNC(=O)c2[nH]c(C)c(C(C)=O)c2CC)cc1OCC,x,-1,4,10,2,x,1.6
COCCNC(=O)CN1CCN(C(c2ccccc2)c2ccccc2)CC1,6,-2,5,-8,3,-5,x
Cn1cnc(S(=O)(=O)N2C[C@@H](O)COC[C@H]3O[C@H](CC(=O)NC4CCC4)CC[C@@H]32)c1,-13,1,0,3,-7,5,0.0
C[C@H]1CN([C@@H](C)CO)C(=O)c2cc(NS(=O)(=O)c3cn(C)cn3)ccc2O[C@H]1CN(C)Cc1ccc(Cl)c(Cl)c1,32,-1,4,-5,12,3,-8.9
O=C(O)c1ccc[n+](Cc2ccc([N+](=O)[O-])cc2)c1,7,-2,-1,-3,4,-5,0.1

# The list goes on.
SMILES,Statin myotox sup,SIRT5 inh,ERp5 inh,S100A4 inh HTS,DENV2 CPE,PglD inh,E-sel inducer
O=C(C[C@H]1C(=O)N(C2CCCCC2)C[C@@H]1Cc1ccccc1)Nc1ccccc1,11,x,-5,4,-12,0,0.1
COc1ccc(/C=N\Nc2ccccc2[N+](=O)[O-])c(C(=O)O)c1OC,x,3,6,-3,11,-4,x
CN1C(=O)[C@H]2[C@@H](/C=C/c3ccccc3)N3C(=O)CN(CC4CC4)C(=O)[C@@]3(C)[C@H]2C1=O,9,x,-3,-12,13,-2,-0.1
Cc1ccc(S(=O)(=O)N(C)C[C@@H]2OCCCC[C@H](C)Oc3ccc(N(C)C)cc3C(=O)N([C@@H](C)CO)C[C@H]2C)cc1,-10,2,1,-3,-16,2,-0.1
COc1ccc(CNC(=O)c2ccc(=O)oc2)cc1OC,x,6,7,-1,x,-5,x
C[C@H](CO)N1C[C@H](C)[C@H](CN(C)S(=O)(=O)c2ccc(C#N)cc2)Oc2ncc(Br)cc2C1=O,-3,-1,-1,4,0,-5,0.1
O=C1CCCc2nc(N3CCN(C(=O)c4ccco4)CC3)ncc21,0,2,4,-6,2,-5,-0.3
CCCCOC(=O)c1ccccc1N1C(=O)C2C3CCC(C3)C2C1=O (stereo not drawn),83*,-7,0,4,u,1,1.8
CCCN(C)C[C@@H]1Oc2ncc(-c3cccnc3)cc2C(=O)N([C@H](C)CO)C[C@@H]1C,1,-3,4,-11,15,-1,-0.4
CC(C)C1Nc2ccc(S(=O)(=O)N3CCOCC3)cc2NC1=O (stereo not drawn),-2,-2,6,2,-4,-1,6.9
C[C@@H]1CN([C@H](C)CO)C(=O)c2cc(NS(=O)(=O)c3ccc(Cl)cc3)ccc2O[C@@H](C)CCCCO[C@@H]1CN(C)S(=O)(=O)c1cccs1,x,6,-7,-19,5,-3,x
O=C(NC1CC(=O)N(c2ccc(F)cc2)C1)N1CCN(C(=O)c2ccco2)CC1 (stereo not drawn),-12,1,-3,-3,-3,3,1.7
